Screening results deposited in PubChem BioAssay by The Scripps Research Institute Molecular Screening Center.
CHO-K1 Ca antag = M1 antagonist counterscreen hit in parental CHO-K1 cells | AID 602250 | 0.6% of 360,000 active | inhibition, % at 3 µM | ATP-induced calcium, Fluo-8 fluorescence;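 active = inhibition above a per-plate cutoff, the plate's mean sample inhibition plus 3 SD, cut at about 24% in these data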;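 note: 0% = DMSO plus EC80 ATP and 100% = DMSO alone without ATP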
M5 antag = CHRM5 antagonism in calcium assay; CHO-hM5 cells, Fluo-8 calcium fluorescence, ACh EC80; inhibition, % at 3 µM; 0.59% of 360,000 active;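 active = inhibition above a per-plate cutoff, the mean of that plate's test compounds plus 3 SD, cut at about 27% in these data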;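 note: 0% = acetylcholine EC80 with DMSO and 100% = DMSO without agonist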
Target sequence (P08912 whole entry, looked up): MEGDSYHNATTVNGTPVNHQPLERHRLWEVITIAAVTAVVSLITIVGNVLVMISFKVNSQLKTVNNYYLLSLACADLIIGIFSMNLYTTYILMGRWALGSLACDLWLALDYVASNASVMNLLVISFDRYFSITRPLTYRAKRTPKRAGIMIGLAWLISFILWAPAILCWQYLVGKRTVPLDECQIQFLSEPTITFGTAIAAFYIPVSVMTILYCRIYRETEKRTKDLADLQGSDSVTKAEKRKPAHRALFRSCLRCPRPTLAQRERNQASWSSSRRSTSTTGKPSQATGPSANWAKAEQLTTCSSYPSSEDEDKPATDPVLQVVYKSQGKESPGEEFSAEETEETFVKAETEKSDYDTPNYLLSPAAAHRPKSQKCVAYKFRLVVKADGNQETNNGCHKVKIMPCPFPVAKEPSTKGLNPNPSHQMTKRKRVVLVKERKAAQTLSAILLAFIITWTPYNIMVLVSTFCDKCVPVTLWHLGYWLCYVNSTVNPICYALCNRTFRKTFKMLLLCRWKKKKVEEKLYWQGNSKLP
CHO-K1 Ca PAM = nonselective activator or artifact in parental CHO-K1 calcium assay; ATP EC20, Fluo-8 calcium fluorescence; 0% at ATP EC20, 100% at ATP max; activation, % at 3 µM; 0.02% of 360,000 active;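 active = activation above the run cutoff, the mean activation of all test compounds plus 3 SD, cut at about 40% in these data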;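 note: peak over basal fluorescence ratio in a 140 s read after ATP addition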
M4 antag = blocks acetylcholine activation of human M4 receptor. P08173. CHO-hM4 cells, ACh EC80, Fluo-8 calcium fluorescence. inhibition, % at 3 µM. 0.73% of 360,000 active;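 active = inhibition above its plate's cutoff, the mean inhibition of sample wells plus 3 SD, cut at about 27% in these data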;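 note: 0% = acetylcholine EC80 with DMSO and 100% = DMSO without agonist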
Target sequence (P08173 whole entry, looked up): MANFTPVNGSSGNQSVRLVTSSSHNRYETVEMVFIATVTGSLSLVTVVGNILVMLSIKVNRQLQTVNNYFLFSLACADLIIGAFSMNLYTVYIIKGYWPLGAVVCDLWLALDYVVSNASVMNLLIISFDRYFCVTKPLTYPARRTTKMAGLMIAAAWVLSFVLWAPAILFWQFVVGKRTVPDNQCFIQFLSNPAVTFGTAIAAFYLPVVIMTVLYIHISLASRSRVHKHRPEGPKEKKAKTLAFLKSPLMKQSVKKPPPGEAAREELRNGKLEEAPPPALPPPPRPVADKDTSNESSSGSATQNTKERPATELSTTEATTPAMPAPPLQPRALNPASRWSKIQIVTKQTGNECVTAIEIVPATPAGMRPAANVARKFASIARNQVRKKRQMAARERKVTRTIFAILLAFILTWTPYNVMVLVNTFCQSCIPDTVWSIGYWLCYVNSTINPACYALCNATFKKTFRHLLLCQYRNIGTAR
M5 ag = agonists of human muscarinic M5 receptor (CHRM5) | P08912 | CHO-K1 hM5 cells, Fluo-8 calcium fluorescence; 0% DMSO wells, 100% maximal acetylcholine response | activation, % at 3 µM | 0.19% of 360,000 active;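 active = activation above the run's mean over test compounds plus 3 SD, cut at about 23% in these data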;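 note: signal is peak over basal fluorescence ratio across the kinetic read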
M4 PAM = CHRM4 positive allosteric modulation. P08173. CHO-K1 hM4/Gqi5, Fluo-8 calcium fluorescence, ACh EC20; 0% = ACh EC20, 100% = maximal ACh. activation, % at 3 µM. 0.4% of 360,000 active. AID 624126;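 active = activation above its plate's cutoff, the mean activation of sample wells plus 3 SD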; note: some results filed as inactive read as strong as hits
CHRM4 agonist = agonists of human muscarinic M4 receptor (CHRM4) | 0.14% of 360,000 active | AID 624127 | activation, % at 3 µM | CHO-K1 hM4/Gqi5, Fluo-8 calcium fluorescence; vehicle 0%, full acetylcholine response 100% | P08173;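 active = activation above the run mean over all test wells plus 3 SD, cut at about 32% in these data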;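 note: peak over basal fluorescence ratio per well then scaled between controls; 0% = DMSO wells and 100% = acetylcholine at EC100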
CHRM5 PAM = positive allosteric modulators of human muscarinic M5 receptor; P08912; CHO-K1 hM5, Fluo-8 calcium, ACh EC20 PAM; 0% = ACh EC20, 100% = ACh EC100; activation, % at 3 µM; 0.3% of 360,000 active; AID 624038;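 active = activation above the run cutoff, the mean activation of all test compounds plus 3 SD, cut at about 18% in these data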
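System: CHO-K1 cell line with stable human muscarinic M5 receptor expression | Also added: EC20 acetylcholine as agonist stimulus | Compound: One concentration, 3 µM final (nominal) | Timing: Fluo-8 loading 80 min at 37 °C plus 30 min room temperature | Measured by: Fluo-8 calcium dye fluorescence, kinetic read | Read-out basis: % activation, ACh-normalized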
M1 ag parental = counter-screen for M1 agonists: effect in parental CHO-K1 cells | activation, % at 3 µM | Fluo-8 calcium fluorescence; scaled to maximal ATP response, vehicle zero | 0.48% of 360,000 active; in the data active = activation above about 15%;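 note: untransfected CHO-K1 host cells lacking M1 receptor as counterscreen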
Starred values were filed as active, the others as inactive. An unsorted share of the library; overall some 2.7% were active at least once.

[1] C=CCOc1cccc(C2C(C(=O)c3ccco3)=C(O)C(=O)N2Cc2ccco2)c1 (configuration not stated)
[2] O=C(CSc1nnc(CNC(=O)c2ccc(F)cc2)o1)NCCc1ccccc1
[3] Cc1nc(C(F)(F)F)nc(Nc2ccc(N=Nc3ccccc3)cc2)c1C#N
[4] Nc1nonc1-n1nnc(C(=O)N/N=C/C2CCCCC2)c1-c1ccccc1
[5] CC(C)CC1NC(=S)N(C2CCCCC2)C1=O (configuration not stated)

entry no. | 1 | 2 | 3 | 4 | 5
CHO-K1 Ca antag | 16 | -9 | -4 | -18 | -20
M5 antag | 17 | 11 | -3 | 16 | -10
CHO-K1 Ca PAM | 14 | -1 | 12 | 14 | 24
M4 antag | -9 | 9 | -5 | 6 | -8
M5 ag | -1 | -5 | 1 | 0 | -8
M4 PAM | 6 | -3 | 16 | 2 | 4
CHRM4 agonist | 0 | 1 | 1 | 2 | 0
CHRM5 PAM | -4 | -3 | 0 | -1 | -9
M1 ag parental | -0.2 | 1.2 | -0.5 | 3.2 | -0.2

[6] CC(=O)Nc1ccc(NC(=O)C(C)OC(=O)c2cc(S(=O)(=O)N(C)C)ccc2N2CCCC2)cc1 (configuration not stated)
[7] O=C(O)c1nn(CCSc2ccccc2F)c(=O)c2ccccc12
[8] Cc1ccc(C(=O)C2=C(O)C(=O)N(Cc3ccco3)C2c2ccc(N(C)C)cc2)o1 (configuration not stated)
[9] CC(=O)c1cccc(N2C(=NC(=O)C3CC3)SC3CS(=O)(=O)CC32)c1 (configuration not stated)
[10] CCc1nnc(NC(=O)C2Cc3ccccc3CN2S(=O)(=O)c2ccc(C)cc2)s1 (configuration not stated)

entry no. | 6 | 7 | 8 | 9 | 10
CHO-K1 Ca antag | 10 | -5 | -3 | 5 | -7
M5 antag | -10 | 0 | 2 | -5 | 5
CHO-K1 Ca PAM | -20 | 12 | 13 | 6 | 9
M4 antag | -21 | 0 | 0 | -1 | 5
M5 ag | 3 | 5 | -6 | -1 | -1
M4 PAM | 14 | -2 | 6 | 7 | -1
CHRM4 agonist | 1 | 4 | -1 | 0 | -1
CHRM5 PAM | 5 | 4 | 7 | 4 | -4
M1 ag parental | 0.0 | 3.2 | -0.5 | -0.1 | -0.5

[11] Cc1c(CC(=O)N[C@@H](C)C(=O)O)c(=O)oc2cc3oc4c(c3cc12)CCCC4
[12] Cc1ccc(S(=O)(=O)NCCC(=O)NC(C)CCc2ccccc2)cc1 (configuration not stated)
[13] Cc1ccc(NC(=O)COC(=O)CCc2ccc(S(=O)(=O)N3CCOCC3)cc2)c(C)c1
[14] COc1cccc(NC(=O)CCC2CCN(C(=O)c3cncs3)CC2)c1
[15] CCN(/N=C/c1ccc(N(C)C)cc1)c1nc2ccccc2[nH]1

entry no. | 11 | 12 | 13 | 14 | 15
CHO-K1 Ca antag | 9 | -7 | -19 | 22 | -5
M5 antag | -7 | 3 | -7 | 10 | -13
CHO-K1 Ca PAM | -6 | 8 | -6 | -24 | 15
M4 antag | 7 | -11 | -8 | 7 | 2
M5 ag | -3 | 0 | -3 | -3 | -3
M4 PAM | -1 | 4 | 2 | 5 | 18
CHRM4 agonist | 0 | 0 | 8 | 2 | 3
CHRM5 PAM | 2 | -4 | -9 | -4 | 4
M1 ag parental | 3.3 | 0.4 | 4.5 | 9.5 | -0.2

[16] Cc1cc(C(=O)CSc2nnc(Cc3ccccc3)o2)c(C)n1Cc1ccc2c(c1)OCO2
[17] Nc1nc(NCC2CCCO2)nc(NCC2CCCO2)c1[N+](=O)[O-] (configuration not stated)
[18] CC(C)(C)C(=O)Nc1cccc(C(=O)Nc2cc(C(=O)O)cc(C(=O)O)c2)c1
[19] O=C(NCc1cccs1)C(=O)c1c[nH]c2ccccc12
[20] O=C(COC(=O)c1c2c(nc3ccccc13)CCCCC2)c1ccc(Cl)s1

entry no. | 16 | 17 | 18 | 19 | 20
CHO-K1 Ca antag | -9 | -4 | -9 | -2 | -11
M5 antag | -5 | 4 | 10 | 0 | -4
CHO-K1 Ca PAM | 22 | 8 | 18 | 10 | 19
M4 antag | -8 | -9 | 3 | 7 | -13
M5 ag | -10 | 2 | -2 | -3 | -4
M4 PAM | 3 | 6 | -5 | -10 | -7
CHRM4 agonist | 1 | 1 | 0 | 1 | -1
CHRM5 PAM | -1 | -2 | -5 | -3 | -2
M1 ag parental | 0.9 | 0.4 | 0.4 | 0.1 | -0.1

[21] Cc1cc(O)c(C(C)C)cc1NC(=O)Nc1cccc2ccccc12
[22] c1ccc(COc2ccc(-c3csnn3)cc2)cc1
[23] O=C(COc1ccc(Cl)cc1[N+](=O)[O-])NC1CCCCC1
[24] Cc1cc(C)n2c(NC3CCCC3)c(-c3cccnc3)nc2n1
[25] COc1cc(/C=C/C(=O)OCC(=O)c2ccc[nH]2)cc(OC)c1OC

entry no. | 21 | 22 | 23 | 24 | 25
CHO-K1 Ca antag | -7 | 3 | 6 | -23 | -22
M5 antag | 7 | 5 | 3 | -7 | 8
CHO-K1 Ca PAM | 3 | 22 | -3 | 11 | 34
M4 antag | -8 | 7 | -7 | -18 | 8
M5 ag | -5 | 1 | 2 | 1 | 4
M4 PAM | -10 | 7 | -4 | 1 | -1
CHRM4 agonist | 2 | 0 | 7 | 2 | 3
CHRM5 PAM | -8 | -3 | 1 | -5 | 8
M1 ag parental | 2.5 | 0.1 | 3.4 | 0.2 | 2.2

[26] Cc1cc(NC(=O)c2cccs2)ncc1NC(=O)C(C)C
[27] O=C(O)c1c[nH]c2c(C(F)(F)F)cccc2c1=O
[28] CC(C)(C)C1C/C(=C/c2ccco2)C(=O)/C(=C/c2ccco2)C1 (configuration not stated)
[29] Cc1ccc(S(=O)(=O)NC(CC(C)C)C(=O)NCC(c2ccco2)N2CCCCC2)cc1 (configuration not stated)
[30] COc1ccc(Cl)cc1NS(=O)(=O)c1cccc(C(=O)NC2CCN(Cc3ccccc3)CC2)c1

entry no. | 26 | 27 | 28 | 29 | 30
CHO-K1 Ca antag | -4 | -1 | -5 | 0 | -3
M5 antag | -7 | -1 | 1 | 15 | 19
CHO-K1 Ca PAM | 14 | 15 | 1 | 12 | -3
M4 antag | -7 | 5 | 6 | 13 | 32*
M5 ag | 4 | 0 | 3 | 0 | 0
M4 PAM | -4 | -3 | 5 | -10 | -14
CHRM4 agonist | 1 | 0 | 2 | 14 | 8
CHRM5 PAM | 0 | 0 | 0 | -18 | -5
M1 ag parental | 0.4 | 0.2 | 0.6 | 2.8 | 3.9

[31] O=C(NC1CCCCC1)[C@@H]1CC=C[C@@H]2CCN(C3CCCCC3)C(=O)[C@@H]21
[32] O=Cc1cnc2ccccc2c1-c1ccccc1
[33] CCc1cc2c(=O)n3c(nc2s1)-c1[nH]c2ccc(OC)cc2c1CC3
[34] CCc1cc2c(NCc3ccccc3)nc(C)nc2s1
[35] COC(=O)C(C)NC(=O)C(C)NC(=O)OCc1ccccc1 (configuration not stated)

entry no. | 31 | 32 | 33 | 34 | 35
CHO-K1 Ca antag | -8 | 0 | -2 | 10 | 1
M5 antag | 18 | 13 | 12 | 16 | 9
CHO-K1 Ca PAM | 6 | 5 | 18 | 1 | -7
M4 antag | -1 | -2 | -3 | 12 | -5
M5 ag | 5 | -1 | -2 | 0 | 0
M4 PAM | 5 | 1 | 10 | -11 | 19
CHRM4 agonist | -1 | 0 | 0 | 7 | 1
CHRM5 PAM | -7 | -4 | -2 | -21 | 3
M1 ag parental | -0.5 | 0.3 | -0.4 | 8.2 | -0.1

[36] CCOC(=O)c1ccc2ncc(C(=O)OCC)c(NCCCN3CCOCC3)c2c1
[37] O=C(CSc1nc2c(c(=O)n1-c1ccccc1)SCC2)NCC1CCCO1 (configuration not stated)
[38] COc1ccc(S(=O)(=O)CCC(=O)NCCc2ccc(Cl)cc2)cc1
[39] CCOC(=O)c1sc2ccc(S(=O)(=O)N3CC(C)CC(C)C3)cc2c1N (configuration not stated)
[40] O=C1CCC(c2ccccc2)(C2CCN(Cc3ccccc3)CC2)C(=O)N1 (configuration not stated)

entry no. | 36 | 37 | 38 | 39 | 40
CHO-K1 Ca antag | -6 | -5 | -20 | -11 | -4
M5 antag | -3 | -11 | -6 | 4 | 99*
CHO-K1 Ca PAM | 15 | -19 | 25 | 21 | 7
M4 antag | 3 | 5 | -8 | 3 | 99*
M5 ag | -2 | 7 | 3 | -2 | -1
M4 PAM | 5 | 1 | 8 | -2 | -18
CHRM4 agonist | 1 | 0 | 1 | 1 | 1
CHRM5 PAM | 5 | 17 | 3 | -2 | -18
M1 ag parental | 0.6 | -0.5 | 1.2 | 0.9 | 0.2

[41] Cc1ccc(C)n1-n1c(C)nc2sc3c(c2c1=O)CCCCC3
[42] CCCNC(=O)c1cccc(COCC(F)(F)F)c1
[43] Cc1ccc2c(c1)N(CCCC(=O)Nc1cccc(C(F)(F)F)c1)C(=O)CO2
[44] COc1ccc(-c2csc(Nc3ccc(S(N)(=O)=O)cc3)n2)cc1
[45] O=C(c1ccccc1F)N1CCN(S(=O)(=O)c2ccc3ccccc3c2)CC1

entry no. | 41 | 42 | 43 | 44 | 45
CHO-K1 Ca antag | -9 | -1 | -3 | -6 | -5
M5 antag | 11 | -8 | 25 | -5 | -4
CHO-K1 Ca PAM | 19 | -8 | 33 | 12 | 9
M4 antag | 3 | 2 | -4 | 13 | 4
M5 ag | -8 | -4 | -5 | 14 | 8
M4 PAM | -18 | 5 | 1 | -4 | -8
CHRM4 agonist | 3 | 1 | 9 | 0 | 5
CHRM5 PAM | -19 | 34* | -9 | 1 | 6
M1 ag parental | 0.8 | 0.0 | 3.2 | 0.4 | 2.5

[46] COc1ccc(N2CCN(C(=O)COC(=O)c3oc4ccc(OC)cc4c3C)CC2)cc1
[47] COc1ccc(N(CC(=O)NC2CCCCC2)S(=O)(=O)c2c(C)[nH]c(=O)[nH]c2=O)cc1
[48] COc1cc(C(=O)OC2CC3CCC2(C)C3(C)C)ccc1OC(C)=O (configuration not stated)
[49] Cc1ccc(S(=O)(=O)N2CCN(c3ccnc4cc(Cl)ccc34)CC2)cc1C
[50] CC(C)(C)OC(=O)N1CCC[C@H]1c1nnc(SCC(=O)Nc2cccc(Cl)c2)o1
[51] CC1CN(c2ccccn2)C(C)CN1C(=S)Nc1ccccc1 (configuration not stated)

entry no. | 46 | 47 | 48 | 49 | 50 | 51
CHO-K1 Ca antag | 5 | 0 | 7 | 8 | -21 | -1
M5 antag | 17 | -1 | -1 | 18 | 8 | 6
CHO-K1 Ca PAM | -9 | -3 | 8 | -3 | 16 | 16
M4 antag | 4 | -5 | -11 | 10 | -6 | -10
M5 ag | 5 | 1 | 2 | -3 | 5 | -2
M4 PAM | -12 | -5 | 1 | -14 | 3 | 0
CHRM4 agonist | 26 | 2 | -1 | 1 | 7 | 1
CHRM5 PAM | -24 | 0 | 1 | -16 | -4 | 3
M1 ag parental | 16* | -0.3 | 3.3 | 1.0 | 6.6 | 1.3
